Assay outcomes from PubChem.
APP 5'UTR act: activates APP 5'UTR luciferase reporter. SH-SY5Y APP 5'UTR luciferase reporter, luminescence; zero percent = DMSO vehicle wells. activation, % at 2 µM. 1% of 190,000 active. AID 1276;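 active = activation above a set limit, based on mean plus 3 SD of controls, cut at about 140% in these data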; note: values of inactives mirror those of a sister screen read the other way
G6PDH CS: L. mesenteroides G6PDH inhibition counter-screen; 0.12% of 200,000 active; Purified L. mesenteroides G6PDH, diaphorase/resazurin coupled fluorescence, 45 min; inhibition, % at 5 µM; in the data active = inhibition above about 50%
DTT redox prof: compounds producing H2O2 with reducing agent – biochemical, NIH compound library profiling, artefact control for MLSCN library redox annotation, primary screen. DTT-dependent redox cycling H2O2, phenol red/HRP absorbance; 100% = 100 µM peroxide control, 0% = buffer. activation, % at 10 µM. 0.03% of 200,000 active;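 active = activation of at least 50% relative to the plate's high and low controls in the primary single-dose screen; inactive = activation below 50%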;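 note: compound incubated with DTT at 0.8 mM final as the reducing agent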
Efa HMGR inh: E. faecalis class II HMG-CoA reductase inhibition; purified E. faecalis HMGR, NADPH absorbance 340 nm kinetic; inhibition, % at 10 µM; 0.41% of 190,000 active; AID 1066;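 active = inhibition above a set limit, the median over all tested compounds plus 3 SD, cut at about 9.5% in these data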;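 note: enzyme runs in reverse so mevalonate oxidation gives rising NADPH absorbance; 0% = complete reaction with DMSO and 100% = background rate lacking mevalonate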
STAT1 activator: activators of IFN-gamma induced STAT1 signaling; NIH 3T3 STAT1-luciferase reporter, luminescence; 100% = IFN-gamma alone, no compound; activation (% of control), % at 5.5 µM; 2.6% of 200,000 active; AID 932;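 active = activation above the screen-wide mean activation plus 3 SD, cut at about 130% in these data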;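 note: raw ratio to IFN-gamma control signal so 100% means no change and 0% no light; values of inactives mirror those of a sister screen read the other way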
FLuc act counter: affects firefly luciferase, flagging false hits in luciferase stimulation screens; AID 1027; activation factor at 10 µM; 200,000 tested, under 10 active; ATPlite luciferase biochemical, luminescence, 10 min; 0 = ATP-free wells, 1 = DMSO control; P08659;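 active = luciferase activation factor, scaled between plate controls, of at least 2 with compound at 10 µM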
Target sequence (P08659 whole entry, looked up): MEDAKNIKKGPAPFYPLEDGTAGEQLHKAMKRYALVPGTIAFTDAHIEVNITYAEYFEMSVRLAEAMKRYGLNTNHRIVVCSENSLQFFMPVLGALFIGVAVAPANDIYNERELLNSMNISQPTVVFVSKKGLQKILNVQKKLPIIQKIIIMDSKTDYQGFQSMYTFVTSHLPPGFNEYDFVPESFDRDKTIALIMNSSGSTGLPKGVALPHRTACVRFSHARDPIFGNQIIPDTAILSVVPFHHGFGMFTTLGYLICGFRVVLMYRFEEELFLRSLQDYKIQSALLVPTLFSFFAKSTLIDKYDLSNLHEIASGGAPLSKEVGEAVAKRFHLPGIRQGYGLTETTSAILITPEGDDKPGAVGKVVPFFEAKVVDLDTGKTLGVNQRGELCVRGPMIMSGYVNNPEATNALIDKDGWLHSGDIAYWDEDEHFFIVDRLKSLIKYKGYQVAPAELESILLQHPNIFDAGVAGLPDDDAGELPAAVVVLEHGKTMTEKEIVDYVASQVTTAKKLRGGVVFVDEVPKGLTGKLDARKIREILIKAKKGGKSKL
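System: Luciferase/luciferin detection reagent, cell-free biochemical luciferase assay | Medium: PBS buffer for ATP | Dosing: Test compounds dosed from 2 mM stocks in 100% DMSO | Timing: 10 min at ambient temperature | Signal: Luminescence measurement of luciferase light output | Evaluation: Luciferase activation, seen as luminescence increase over controls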
APP transl inh: APP translation inhibition. SH-SY5Y APP 5'UTR-luciferase reporter, luminescence. inhibition, % at 2 µM. 0.82% of 190,000 active;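 active = inhibition above a set limit, derived from the sample mean plus 3 SD, cut at about 45% in these data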; note: values of inactives mirror those of a sister screen read the other way
NF-kB expr up: NF-kB expression increase, human neuronal cells. AID 1239. 1.6% of 190,000 active. fold change at 12.5 µM. NF-kB reporter expression; active compounds read high; in the data active = fold change above about 3.3
FLuc inhib CS: inhibits firefly luciferase, flagging false hits in luciferase inhibition screens | ATPLite firefly luciferase biochemical luminescence, 10 min | inhibition, % at 10 µM | AID 1006 | P08659 | 1.5% of 200,000 active;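 active = inhibition above about 50% when tested at 10 µM, limit read from the data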
Hsp70 act: switches on Hsp70 transcription; 0.04% of 200,000 active; activation, % at 10 µM; HeLa Hsp70 promoter luciferase reporter, luminescence; scaled: vehicle 0, proteasome-inhibitor control 100%;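 active = activation above the mean across all tested compounds plus 3 SD, cutoff set per campaign, cut at about 5.5% in these data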;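 note: 100% = MG132 at 30 µM as the positive control and 0% = DMSO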
The depositor's hits bear a star; . = not tested or not shown. An unsorted share of the library; about 5.3% have a hit in one of these screens.

SMILES | APP 5'UTR act | G6PDH CS | DTT redox prof | Efa HMGR inh | STAT1 activator | FLuc act counter | APP transl inh | NF-kB expr up | FLuc inhib CS | Hsp70 act
N=c1sccn1CC(=O)Nc1ccccc1Cc1ccccc1 | -8.1 | 1.2 | -2.9 | -3.0 | 98.4 | 1.1 | 8.1 | 0.8 | -5.9 | -0.1
O=C(NNC1=C(C(=O)C(F)(F)F)CCC1)c1cccc(O)c1 | 57.6 | 0.9 | -0.2 | -5.7 | 112.2 | 1 | -57.6 | 1.99 | -2.2 | -0.1
O=C(Nc1ccc(N2CCOCC2)cc1)c1ccc2c(c1)OCO2 | 48.7 | 5.8 | 0.0 | 1.9 | 111.0 | 0.5 | -48.7 | 2.69 | 45.5 | -0.1
Cn1c(N/N=C/c2cccs2)nc2c1c(=O)n(Cc1ccccc1)c(=O)n2C | -17.1 | -21.9 | -0.6 | -2.1 | 107.7 | 1.1 | 17.1 | 0.8 | -8.7 | -0.4
Cc1ccnc2nc(C(=O)N3CCN(c4ccc(F)cc4)CC3)nn12 | -2.2 | 1.2 | 0.2 | 0.1 | 100.3 | 1.1 | 2.2 | 1.87 | -6.9 | -0.2
COc1ccc(CC(=O)NC2CC(C)(C)NC(C)(C)C2)cc1 | -8.0 | 3.0 | 0.3 | -8.6 | 95.5 | 1.1 | 8.0 | 1.13 | -8.1 | -0.5
Cc1ccc(NC(=O)c2ccccn2)cc1S(=O)(=O)N1CCOCC1 | 3.4 | 1.1 | -0.1 | -3.1 | 104.9 | 1.1 | -3.4 | 1.12 | -7.4 | -0.3
CC(NC(=O)c1cc2ccccc2o1)C(=O)O (centres undefined) | 6.3 | 0.5 | 1.0 | -2.2 | 97.0 | 1 | -6.3 | 1.07 | -1.0 | 0.4
CCN(C(=O)c1ccco1)c1nc(CC(=O)Nc2ccc(Cl)cc2)cs1 | 6.7 | -1.3 | 1.1 | -0.1 | 102.5 | 1.1 | -6.7 | 0.98 | -5.6 | 0.1
CCn1c(/C=N/n2cnnc2)nc2ccccc21 | 4.1 | -3.8 | -2.2 | -0.2 | 94.5 | 1.1 | -4.1 | 1.06 | -7.4 | -0.6
O=C(c1cn2ccccc2n1)N1CCc2c([nH]c3ccccc23)C1c1ccccn1 (centres undefined) | 3.1 | 16.7 | -0.5 | 0.0 | 100.8 | 1 | -3.1 | . | 1.0 | 0.1
COc1ccc(NC(=O)CCN2CCN(S(=O)(=O)c3ccc(Cl)cc3)CC2)cc1 | -1.0 | -5.3 | 0.0 | -3.1 | 99.4 | 1.1 | 1.0 | 1.16 | -5.9 | -0.2
O=c1c(Cc2ccc(Cl)cc2)c(O)ccn1Cc1cccs1 | 10.3 | 9.1 | -0.5 | -1.9 | 102.2 | 1.1 | -10.4 | 0.85 | -5.1 | 2.4
CCC(C)C(=O)Nn1c(C2CC2)nc2cc(OC)c(OC)cc2c1=O (centres undefined) | 7.9 | -0.4 | -1.9 | -6.5 | 101.2 | 1.1 | -7.9 | 0.98 | -7.2 | -0.2
Cc1nc(N2CCN(Cc3nc4ccccc4[nH]3)CC2)c2oc3ccccc3c2n1 | 3.4 | 1.3 | -1.1 | -1.9 | 89.5 | 1.1 | -3.4 | 0.46 | -8.7 | -0.2
Nc1nc(NC(=O)/C=C\C(=O)O)nn1-c1ccccc1 | 27.4 | 12.4 | -0.8 | -1.5 | 100.3 | 1 | -27.4 | 1.27 | -1.7 | -0.2
COc1ccc(N2CCN(c3ncccn3)CC2)cc1 | 19.0 | 5.0 | -0.3 | 0.3 | 111.6 | 1 | -19.0 | 1.9 | -4.6 | 0.2
Cc1cc(NC(=O)c2cccc(F)c2)no1 | 7.8 | 6.1 | 1.6 | -7.2 | 105.0 | 1 | -7.8 | 1.44 | -0.8 | 0.2
O=C1COc2ccc(N3C(=O)c4ccccc4C3=O)cc2N1 | -2.5 | 5.6 | -0.2 | -1.0 | 103.9 | 1 | 2.5 | 1.02 | -2.1 | 0.1
COc1ccccc1NS(=O)(=O)c1ccc(Cl)c(NC(=S)NC(=O)C2CCCC2)c1 | 4.4 | 0.0 | 0.1 | -4.2 | 101.1 | 1 | -4.4 | 0.8 | -1.3 | -0.4
CC(Sc1ccc(Cl)cc1)C(=O)Nc1ccccc1-c1ccccc1 (centres undefined) | 0.9 | 8.3 | -0.4 | -5.7 | 98.1 | 1.1 | -0.9 | 1.22 | -5.4 | 0.1
COCCn1c(C)cc(C(=O)COC(=O)c2ccc(Br)o2)c1C | 268.0* | 2.5 | -1.6 | 2.1 | 106.3 | 0.2 | -268.0 | 1.06 | 80.0* | 0.2
CCCc1cc(C(=O)Nc2sc(C)c(C)c2C(=O)OCC)no1 | 46.7 | -21.2 | -0.8 | 3.2 | 97.5 | 1.1 | -46.7 | 1.12 | -5.6 | 0.0
CCOC(=O)c1ccccc1NC(=O)CN1C(=O)c2ccccc2S1(=O)=O | -12.7 | -2.8 | 2.8 | 2.2 | 99.0 | 1.1 | 12.7 | 1.15 | -7.4 | -0.3
Cc1c(CC(C)C)nc(N)c(C#N)c1-c1ccccc1 | 10.7 | 9.0 | -3.7 | 0.6 | 100.4 | 1 | -10.7 | 1.23 | -3.1 | -0.5
CSc1ccccc1NS(=O)(=O)c1ccc2c(c1)OCCO2 | 1.4 | -17.1 | -0.2 | -5.2 | 96.8 | 1 | -1.4 | 1.01 | -4.3 | -0.3
